# Screens from PubChem.
# PI4K2A inh – inhibitors of human PI4K2A; Q9BTU6; purified PI4K2A, ADP-Glo luminescence, 1 h; active compounds read low; activity change, negative = inhibition, % at 76.9 µM; 0.13% of 420,000 active; in the data active = activity change below about -50%; inconclusive = mostly about -30% to -49%;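 also: -100% = wells without enzyme as full effect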
#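 ADP-Glo luminescence measured ADP generated by PI4K2A enzyme (4 ug/mL before mixing) with 1.2 mM PI substrate (pre-mix) and 300 microM ATP (pre-mix). Tris pH7.5 buffer with MgCl2, Triton X-100; 1 h reaction at ambient temperature.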
# POLH inh – DNA polymerase eta (human) inhibition | Q9Y253 | recombinant Pol eta, fluorescent DNA replication assay | Potency, µM (doses to about 114 µM), inactives show top-dose activity change, negative = inhibition, most hits filed as inhibitors | 1.2% of 390,000 active | AID 588591; also: potency is read from the fitted curve at half-maximal effect; % is scaled to controls: 0 for no effect and ±100 for the full control effect
#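 Pol eta (10 nM) was preincubated with compounds for 15 min at room temperature, after which fluorescent replication substrate (50 nM final) was added to start the reaction. Fluorescence was read kinetically at 0 and 10 min.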
# BAZ2B inh – inhibitors of human BAZ2B bromodomain; AlphaScreen BAZ2B-H3K14Ac peptide displacement; Potency, µM (series often up to 114 µM), inactives show top-dose activity change, negative = inhibition, most hits filed as inhibitors; 4.4% of 360,000 active; AID 504333; also: potency is read from the fitted curve at half-maximal effect; % is scaled to controls: 0 for no effect and ±100 for the full control effect; nearly all actives have a fitted effect of over 60% in size
#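 BAZ2B (50 nM) with biotin-H3(5-23)K14Ac peptide (50 nM) in PBS pH 7.4, 0.01% Tween-20, preformed 30 min, then compound 30 min at room temperature; top concentration 110uM. AlphaScreen streptavidin donor/nickel chelate acceptor beads (10 ug/mL final), 20 min dark, signal read.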
# Pin1 inhibitor – blocks the human prolyl isomerase Pin1; Q13526; Pin1 FP peptide displacement, HiFluor488, 10 min; Potency, µM (doses to about 115 µM), for the others: at the highest dose activity, negative = inhibition, hits mostly inhibitors; 0.009% of 390,000 active; AID 504891; active = well fitted inhibition curve with a large enough effect in the polarisation, with a control signal flat, not every such curve was filed as active; inconclusive = small, poorly fitted or top-dose-only effect, or effect the other way, or a change in a side signal; inactive = no such curve, though single readings can be large or run the other way; the % refers to the polarisation; also: potency is read from the fitted curve at half-maximal effect; % is scaled to controls: 0 for no effect and ±100 for the full control effect
# HP1b binding inh – HP1-beta chromodomain-methylated histone interaction inhibition. AlphaScreen HP1-beta / biotin-H3K9me3 peptide binding. 0.56% of 390,000 active. AID 540317. Potency, µM (titrated, usually from 114 µM), for the others: at the top dose activity change, negative = inhibition, actives largely listed as inhibitors; also: potency is read from the fitted curve at half-maximal effect; nearly all actives have a fitted effect of over 70% in size; inactives centre near 23
#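 AlphaScreen: HP1-beta (50 nM) preformed 30 min with biotin-H3(1-18)K9me3 peptide (50 nM) in PBS pH 7.4, 0.01% Tween-20. Compound added for 30 min at RT, then streptavidin donor/nickel chelate acceptor beads (10 ug/mL) for 30 min.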
# Tb PGK inh – inhibitors of T. brucei phosphoglycerate kinase; P07378; PGK/GAPDH coupled, Kinase-Glo luminescence, 60 min; AID 602233; Potency, µM (series often up to 57.5 µM), for the others: at the top dose activity change, negative = inhibition, hits mostly inhibitors; 0.043% of 380,000 active; also: potency is read from the fitted curve at half-maximal effect; % is scaled to controls: 0 for no effect and ±100 for the full control effect; nearly all actives have a fitted effect of over 60% in size
#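 Luminescent ATP detection (Kinase-Glo Plus) follows a 60-minute room-temperature incubation, with wells lacking PGK as controls. Buffer: 100 mM TEA (pH 7.6), 5 mM MgCl2, 0.01% Tween-20. Coupling enzyme GAPDH (100 nM final) supplies unstable 1,3-BPG in-well.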
# G9a block – inhibitors of human histone lysine methyltransferase G9a. Q96KQ7. G9a H3K9 monomethylation, AlphaScreen, 2 h. Potency, µM (titrated, usually from 102 µM), for inactives: top-dose activity, negative = inhibition, most hits filed as inhibitors. 8.8% of 350,000 active. AID 504332; also: potency is read from the fitted curve at half-maximal effect; % is scaled to controls: 0 for no effect and ±100 for the full control effect; nearly all actives have a fitted effect of over 75% in size
#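 Using a bead-based AlphaScreen, monomethylated H3K9 product from 2 h room-temperature reactions (G9a 20 nM, peptide 500 nM, SAM 20 uM) was detected with 0.5 ug/mL rabbit anti-H3K9me1 antibody.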
# GLS inhibitor – glutaminase GLS (human) inhibition. O94925. GLS enzymatic activity, qHTS titration. Potency, µM (doses to about 45.5 µM), for inactives: at the top dose activity change, negative = inhibition, hits mostly inhibitors. 0.21% of 410,000 active; also: potency is read from the fitted curve at half-maximal effect; % is scaled to controls: 0 for no effect and ±100 for the full control effect
#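 Compounds were pin-transferred onto hKGA, after which L-glutamine (1 mM solution) and a detection mix of glutamate oxidase, HRP and Amplex Red were added. Initial and 30 min RT fluorescence reads were collected.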
# JMJD2A Tudor – blocks the human JMJD2A Tudor domain; O75164; AlphaScreen JMJD2A-Tudor / H3K4me3 peptide binding; Potency, µM (highest dose often 114 µM), without a hit: at the highest dose activity change, negative = inhibition, usual class: inhibitors; 4.4% of 390,000 active; AID 504339; also: potency is read from the fitted curve at half-maximal effect; % is scaled to controls: 0 for no effect and ±100 for the full control effect; nearly all actives have a fitted effect of over 50% in size
# Target sequence (O75164 whole entry, looked up, the tested form may be a part): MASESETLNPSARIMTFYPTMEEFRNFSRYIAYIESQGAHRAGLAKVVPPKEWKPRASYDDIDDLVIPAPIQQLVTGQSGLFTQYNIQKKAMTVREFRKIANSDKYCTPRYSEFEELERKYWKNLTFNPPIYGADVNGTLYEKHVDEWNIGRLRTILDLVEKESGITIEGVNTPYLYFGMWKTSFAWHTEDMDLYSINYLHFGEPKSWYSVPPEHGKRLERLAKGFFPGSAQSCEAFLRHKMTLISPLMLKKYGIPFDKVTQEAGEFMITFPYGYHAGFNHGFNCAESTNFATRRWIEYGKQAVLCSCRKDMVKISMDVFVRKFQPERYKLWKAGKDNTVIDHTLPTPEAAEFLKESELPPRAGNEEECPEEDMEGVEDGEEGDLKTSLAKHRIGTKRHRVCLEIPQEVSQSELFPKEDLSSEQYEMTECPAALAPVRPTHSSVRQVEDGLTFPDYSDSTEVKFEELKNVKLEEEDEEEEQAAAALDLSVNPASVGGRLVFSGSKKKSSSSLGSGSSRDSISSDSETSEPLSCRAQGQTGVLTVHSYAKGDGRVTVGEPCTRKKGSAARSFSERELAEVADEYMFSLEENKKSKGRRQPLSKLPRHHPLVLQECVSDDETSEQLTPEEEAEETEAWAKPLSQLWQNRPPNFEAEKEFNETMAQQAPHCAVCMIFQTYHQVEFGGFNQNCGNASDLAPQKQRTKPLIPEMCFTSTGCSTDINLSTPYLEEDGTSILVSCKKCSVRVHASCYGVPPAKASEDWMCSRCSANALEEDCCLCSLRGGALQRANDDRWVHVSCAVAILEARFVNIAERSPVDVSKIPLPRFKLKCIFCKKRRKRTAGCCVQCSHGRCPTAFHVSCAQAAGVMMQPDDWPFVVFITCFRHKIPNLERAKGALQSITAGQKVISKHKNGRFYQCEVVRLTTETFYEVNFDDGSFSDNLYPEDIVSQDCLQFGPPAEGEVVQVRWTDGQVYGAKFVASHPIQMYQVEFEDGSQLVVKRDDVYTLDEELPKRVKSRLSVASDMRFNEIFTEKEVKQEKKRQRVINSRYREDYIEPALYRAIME
# * marks the source's active call; other numbers are inactive results; i = inactive; ? = inconclusive; nt = no result given; & = joins results of further samples; ! = not confirmed by another sample; [ ] = remark or other dose. Unless noted, calls follow the shape of the dose curve; as a rule, active = well fitted curve in the direction sought with a large enough effect; inconclusive = small, poorly fitted or top-dose-only effect, or another doubt; inactive = no such curve, though single readings can be large; an effect the other way counts as inactive or inconclusive.
SMILES,PI4K2A inh,POLH inh,BAZ2B inh,Pin1 inhibitor,HP1b binding inh,Tb PGK inh,G9a block,GLS inhibitor,JMJD2A Tudor
CCOC(=O)c1c(C=O)c2ccccc2n1Cc1ccccc1,14,-15%,46%[activator],-1%,77%[activator],0%,120%[activator],4%,35%
O=c1[nH]c(=O)n(Cc2ccc(F)cc2)c(O)c1C=NCC1CCCO1 (stereo not drawn),2,-10%,12%,3%,55%[activator],i,-31%[59 µM],-4%,2%[11.4 µM]
C[C@H]1CCCC(=O)CCCCCc2cc(O)cc(O)c2C(=O)O1,4,-7%,-17%,3%,7%,-10%,29%[59 µM],12%,-17%
O=c1[nH]c(CN2CC=C(c3ccccc3)CC2)nc2cc(C(F)(F)F)ccc12,2,-25%,-15%,44%[activator],51%[activator],3%,?,?,-11%
C=Cn1ccnc1P(O)(=S)c1nc(C)c(CCOC(C)=O)s1 (stereo not drawn),-10,1%,-39%,-8%,23%,-6%,?,0%,-25%
O=C(Nc1ccc(Cl)cc1)N1CC2CC(C1)c1cccc(=O)n1C2 (stereo not drawn),3,-15%,1%,-10%,19%,-1%,nt,-15%,-5%
O=C(Nc1ccc(Br)cc1C(=O)c1ccccc1Cl)c1ccc(Br)cc1,0,-9%,1%,1%,27%,i,4%[59 µM],1%,-7%
Cc1onc(-c2c(Cl)cccc2Cl)c1/C(N)=N/OC(=O)N(C)C,-21,-14%,0%,2%,-20%,-2%,-1%,3%,-16%
Cc1ccc2c(c1)cc1c(=O)n(CC(=O)N3CCC4(CC3)OCCO4)nc(C)n12,3,-13%,-4%,3%,46%[activator],-6%,16%,-6%,-3%
Cc1ccc(CN2CCSc3ccc(C(=O)N4CCC5(CC4)OCCO5)cc32)cc1,0,-20%,-38%[57.1 µM],-6%,11%,-5%,50µM*,21%,?
O=C(CCC(=O)N1CCC2(CC1)OCCO2)Nc1nnc(C(F)(F)F)s1,-3,-10%,1%,0%,28%,5%[11.5 µM],-4%,5%,-4%
O=[N+]([O-])c1ccc(C2[C@H]3C(c4ccccc4)=NC4(CCCC4)N23)cc1 (stereo partly drawn),1,0%,-38%,2%,10%,6%,4%[59 µM],12%,-26%
CCc1n[nH]c(CCN)n1,-2,-1%,-13%,-4%,10%,-1%,56µM*,0%,?
Nc1ccc2c(c1)Cc1cc([N+](=O)[O-])ccc1-2,1,-15%,-23%,35%[activator],9%,5%,50µM*,8%,-10%
Oc1ccc(Cl)cc1Cc1ccccc1,-2,-19%,nt,-5%,60%[activator],-2%,6%[59 µM],0%,14%
CCC(=O)N1CC(=O)Nc2ccc(C)cc2C1c1ccc(F)cc1 (stereo not drawn),3,-16%,-5%,-5%,25%,i,-15%[59 µM],-4%,-6%
CC(=NCCCN1CCCCC1)c1c(O)n(Cc2ccccc2)c(=O)[nH]c1=O,-1,11%,-5%,12%,35%,-5%,-5%[12.7 µM],-9%,-17%
CCCCCOc1ccc(C)cc1CN(CCCl)CCCl,15,-19%,-6%,-4%,29%,i,nt,?,-21%
CN1C2CCC1CC(OC(c1ccccc1)c1ccccc1N)C2 (stereo not drawn),1&3,-3%[57.1 µM],nt,4%,28%,-5%,3%[59 µM],-8%,-10%
COC(=O)C1=Nc2ccccc2/C1=C\c1c(O)n(-c2ccc(Br)cc2)c(=O)[nH]c1=O,-13,35µM*,56µM*,?,-11%,-6%,16µM*,?,?
COc1ccc(NC(=O)c2cccn(Cc3ccc(Cl)cc3)c2=O)c(OC)c1,-2,?,0%,2%,11%[57 µM],-1%,4%[59 µM],5%,-20%
Brc1ccccc1,1,-12%,8%,0%,14%,3%,21%[59 µM],-5%,-10%
Cc1ccc(N2C(=O)CC(=O)NC2=O)c(C)c1,-15,9%,-11%,5%,5%[57 µM],1%,18%,-3%,-5%
CCOC(=O)C1(c2ccccc2)CCN(CC(=O)Nc2cccc3ccccc23)CC1,6,-26%,-8%,8%,33%,i,-1%,-12%,-10%
CSc1ccc(C(=O)C(C)(C)N2CCOCC2)cc1,0,-13%,5%,-1%,59%[activator],6%,12%[59 µM],0%,6%
Cc1ccc(N2CC(C(=O)Nc3nnc(SCC(=O)Nc4cc(C)on4)s3)CC2=O)cc1 (stereo not drawn),0,5%,-19%,14%,10%,i,?,5%,-19%
N=Cc1c(O)n(-c2cccc(Cl)c2)c(=O)[nH]c1=O,-4,-15%,-4%,7%,23%,-6%,-10%,3%,-1%
COc1ccc(NC2=NC(C)(C)CS2)cc1,11,-16%,-11%,-1%,-4%,0%,?,13%,-6%
CC(C)n1c(N2CCN(S(=O)(=O)c3cccc([N+](=O)[O-])c3)CC2)nc2ccccc21,1,-8%,-11%,15%,20%,i,nt,2%,?
[O-][n+]1onc2c1CCC1N(O)CCC21O (stereo not drawn),4,0%,5%,-1%,3%,-8%,-41%[12.7 µM],35%[activator],-12%
Cc1ccc(S(=O)(=O)NN)c(C)c1N1CCCC1=O,4,13%,2%,-10%,62%[activator],-1%,nt,1%,-8%[11.4 µM]
O=C1NC(=O)C(CCc2ccncc2)(Cc2ccc(OCc3ccccc3)cc2)C(=O)N1,-1,-17%,2%,1%,15%,4%,-1%,-14%,2%
Cc1cccc(N2C(=O)NC(=O)/C(=C\c3cc(C)n(-c4sc5c(c4C#N)CCCC5)c3C)C2=O)c1C,?,20µM*,?,?,-20%,-1%,16µM*,0%,?
COc1ccc(CC(=O)C2C(=O)N(C)c3ccccc32)cc1OC (stereo not drawn),-2,-8%,nt,2%,-11%,i,nt,26%,?
CCC(=O)N1N=C(c2c(O)n(C)c(=O)n(C)c2=O)CC1c1ccccc1 (stereo not drawn),-3,-10%,-16%,5%,48%[activator],8%,25µM*,10%,-13%
C=Cn1ccnc1P(=S)(c1c(C)nn(-c2ccccc2)c1C)c1nccn1C=C,0,-14%,-35%,5%,28%,-4%,50µM*,-3%,-23%
C=C[C@@H]1C[C@@]1(C)[C@@H](NP(=O)(c1ccccc1)c1ccccc1)c1ccccc1,0,-17%,-3%,?,35%,5%,11%,0%,-6%
Cc1ccc2c(c1)C1CN(C)CCC1N2C(=O)Nc1cccc(C(F)(F)F)c1 (stereo not drawn),-11,-15%,-3%,3%,-1%,-2%,-21%[59 µM],4%,-18%
CCc1cc(=O)oc2cc(OCC(=O)N3C[C@H]4C[C@@H](C3)c3cccc(=O)n3C4)c(Cl)cc12,1,-1%,8%,-1%,22%,5%,24%[12.7 µM],5%,-19%
COC(=O)C(NC(=S)N1CC2C[C@@H](C1)Cn1c2cccc1=O)C(C)C (stereo partly drawn),-1,-16%,4%,-6%,23%,-4%,45%[activator],6%,6%
O=C1NC(=O)C(=Cc2coc3ccc(O)cc3c2=O)C(=O)N1,?,?,?,-7%,13%,-8%,nt,34%[activator],-18%
C[N+](C)(C)CC(=O)O,-8&1,-17%,7%,-11%,15%,i,40µM*!,0%&6%,-31%
O=C(CCCn1c(=O)[nH]c2cc(Cl)ccc2c1=O)N1CCC2(CC1)OCCO2,2,-5%,7%,-2%,5%,-4%,-2%,9%,-21%
CCC(CC)N1CCN(Cc2nc3ccccc3c(=O)n2-c2ccc(F)cc2)CC1,-5,-8%,-27%,-8%,19%,8%,13%,14%,-5%
CC(=O)OC1(Cc2ccccc2)CN2CCC1c1ccccc12 (stereo not drawn),3,-1%,-4%,1%,13%,1%,-8%[12.7 µM],5%,-26%

# Three entries picked at random from those above, as already listed:
SMILES,PI4K2A inh,POLH inh,BAZ2B inh,Pin1 inhibitor,HP1b binding inh,Tb PGK inh,G9a block,GLS inhibitor,JMJD2A Tudor
Cc1ccc(S(=O)(=O)NN)c(C)c1N1CCCC1=O,4,13%,2%,-10%,62%[activator],-1%,nt,1%,-8%[11.4 µM]
COc1ccc(CC(=O)C2C(=O)N(C)c3ccccc32)cc1OC (stereo not drawn),-2,-8%,nt,2%,-11%,i,nt,26%,?
O=C(CCCn1c(=O)[nH]c2cc(Cl)ccc2c1=O)N1CCC2(CC1)OCCO2,2,-5%,7%,-2%,5%,-4%,-2%,9%,-21%

# The listing continues:
SMILES,PI4K2A inh,POLH inh,BAZ2B inh,Pin1 inhibitor,HP1b binding inh,Tb PGK inh,G9a block,GLS inhibitor,JMJD2A Tudor
O=C(COc1ccccc1Cl)N1CCN(CCc2ccncc2)CC1,-6,-16%,?,8%,58%[activator],-4%,-7%[59 µM],7%,-11%
CCn1cc2nc(SCc3cccc(C(F)(F)F)c3)n(Cc3ccc(OC)cc3)c(=O)c2n1,1,-12%,-6%,?,12%,-6%,-3%[59 µM],-12%,-21%
CCOc1cc(C2NCc3ccccc3-n3cccc32)ccc1O (stereo not drawn),-1,-21%,?,-4%,-20%,i,?,24%,?
NC(Cc1ccccc1)c1nc2ccccc2[nH]1 (stereo not drawn),-10,0%,?,-1%,60%[activator],-4%,?,-6%,?
C=C(C)[C@@H]1CC[C@]2(C(=O)O)CC[C@]3(C)C(CCC4[C@@]5(C)CC[C@H](O)C(C)(C)C5CC[C@]43C)C12 (stereo partly drawn),0,?,-5%,-6%,33%,-6%,20%[12.7 µM],-5%,-5%
COc1ccc(CNCCc2ccc(Cl)cc2Cl)cc1,4,-2%,9%,-2%,22%,4%,25%,-9%,-2%
Cc1nc(-c2ccc(Cl)cc2)sc1C1(C)CC(c2ccccc2)=NO1 (stereo not drawn),2,-6%,nt,1%,56%[activator],-10%,nt,0%,15%
CCCc1c(C)nc(-c2ccc(C)cc2)nc1OC(=O)N(C)C,-4,-14%,10%,0%,23%,i,2%[59 µM],0%,8%

# A portion of the library. The share of hits here may be higher or lower than overall.
